INS promoter inh: inhibitors of insulin promoter-driven GFP, primary screen, imaging, TRM-6 cells (human fetal islet line), eGFP reporter, cell count | AID 1273, 2008 | inhibition, % at 2 µM | actives 0.9% (n = 130,000) | reporter expression induced with tamoxifen;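 active = inhibition above the mean plus 3 SD, with well images judged a real hit on visual review, cut at about 60% in these data, passing the limit was not always enough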
SDO1 yeast rescue: growth rescue of sdo1-depleted yeast, primary screen, S. cerevisiae, bone marrow failure model. S. cerevisiae sdo1-depleted JHY4D growth rescue, OD600 30 h; active compounds read high; pdr5 snq2 efflux-pump mutant strain. z-score at 10 µM. actives 0.21% (n = 140,000);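 active = z-score above 3 at both the 24 hr and the 30 hr optical density reads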;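 note: z-score against mean and SD of all compound wells on the same plate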
SDO1 yeast rescue Rescue 24 h: second read-out of SDO1 yeast rescue, no call of its own (marks repeat the call); z-score; S. cerevisiae sdo1-depleted JHY4D growth rescue, OD600; measured here: growth rescue at 24 h;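 0 is the plate mean of compound wells and units are plate SD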
* hit, by the source's call; . = no result given; [ ] = remark or other dose. An excerpt; count on the stated rates, not on these rows.

SMILES	INS promoter inh	SDO1 yeast rescue	SDO1 yeast rescue Rescue 24 h
CCOC(=O)C1=C(O)/C(=C/c2ccc(OCC(=O)O)c(OC)c2)SC1=Nc1ccc(OCC)cc1	10	1.1	0.8
O=C(Nc1ccccc1)/C(=C/c1cccc(Br)c1)NC(=O)c1ccco1	3	-0.63	0.03
COCCn1c(-c2ccc(OC)cc2)nc2oc3cc(OC)ccc3c(=O)c2c1=O	61	1.5	1.1
CCc1ccc(NS(=O)(=O)c2ccc3[nH]cc(C(=O)N4CCc5ccccc54)c(=O)c3c2)cc1	-11	-0.18	-0.7
Cn1nc(-c2ccc(C(=O)N3CCN(Cc4ccccc4)CC3)cc2)c2ccccc2c1=O	0	-0.21	0.34
CNC(=O)c1nnn(-c2ccccc2)c1C(=O)NC	25	0.1	0.59
COc1ccc(OC)c(NC(=O)N[C@@H](Cc2ccccc2)C(=O)O)c1	21	0.87	0.81
Cc1cccc(Nc2nc(N)nc(CN3CCN(c4ccccc4)CC3)n2)c1	.	-0.68	-0.24
Cn1c(=O)c2c(nc(OCc3cccnc3)n2Cc2ccccc2)n(C)c1=O	-39	-1.2	-0.41
Oc1ccccc1CNCCCNCc1ccccc1O	-32	0.13	-0.5
CC(C)C/C(O)=C/c1nc2cc(Cl)ccc2oc1=O	14	0.62	0.75
O=C(Nc1ccncc1)c1ccccc1F	-16	0.43	0.11
Cn1c(SCC(=O)Nc2cccc(F)c2)nnc1-c1cc2ccccc2o1	-23	-0.93	0.12
C(=C\c1ccccc1)/CSc1nnc(-c2ccccn2)n1Cc1ccco1	-281	-2.2	-1.7
Cc1ccc(NC(=O)[C@@H]2CCCN2S(=O)(=O)c2ccccc2F)cc1S(=O)(=O)N1CCOCC1	-27	-1.3	-1.7
CCC(=O)Nc1ccc(C(=O)NNC(=O)COc2cc(C)ccc2C)cc1	.	0.34	-0.03
Cc1cc(Br)ccc1SCC(=O)OCC(=O)NC(C)c1ccccc1 (stereo not given)	36	-0.01	-0.7
CCOC(=O)c1c(NC(=O)C(C)S(=O)(=O)c2cn(CC)c3ccccc23)sc2c1CCCC2 (stereo not given)	-114	-0.82	-0.19
CC(C)(C)NC(=O)C(c1ccc(OCC(N)=O)cc1)N(C(=O)c1cccnc1)C1CC1 (stereo not given)	-8	-0.02	-1
N#CC1=C(S)N(c2ccc(F)cc2)C(c2ccco2)NC1=O (stereo not given)	-111	.	.
COc1ccccc1NC(=S)NCc1ccc2c(c1)cc(C)n2C	33	.	.
Cn1c(N2CCCC2)nc2c1c(=O)n(Cc1ccc(Cl)cc1)c(=O)n2C	29	-0.57	0.4
CCN(CC)CCN(C(=O)CN1C(=O)CCC1=O)c1nc2cc3c(cc2s1)OCO3	28	.	.
CC1CCCN(C(=O)c2ccc3nc[nH]c3c2)C1 (stereo not given)	.	-0.5	-1.3
CCN(CC)c1ccc2cc(-c3nnc(-c4ccncc4)o3)c(=O)oc2c1	48	-2.3	-1.7
O=C(Cn1c(C(=O)N2CCN(C3CCCC3)CC2)cc2sccc21)c1ccccc1	.	-0.69	-1
O=C(NCC1COc2ccccc2O1)C1CCC(CNc2c(N3CCCCC3)c(=O)c2=O)CC1 (stereo not given)	.	0.32	-0.2
CN1CCC(=NNC(=O)CSCc2ccccc2)CC1	.	0.52	-0.19
O=C(CC1CCCC1)Nc1nnc(C2CC2)s1	.	-0.04	-0.48
Cc1ccc(Cn2nc(C)c(NC(=O)c3cc(-c4ccco4)on3)c2C)cc1	-12	-1	-0.99
COc1ccc(CCNC(=O)CCn2c(=O)c3ccccc3n(CC(=O)NCC3CCCO3)c2=O)cc1OC (stereo not given)	-3	.	.
O=c1c2ccccc2oc2nc(-c3ccco3)n(Cc3ccccc3)c(=O)c12	22	-1.9	-1.3
Clc1ccc(/C=N/Nc2nnc(Cl)c3ccccc23)cc1	69	-0.81	0.32
COc1ccccc1CCc1nnc(CCC(=O)NC(C)Cn2nc(C)cc2C)o1 (stereo not given)	-71	.	.
Cc1ccc2nc(NC(=O)Cn3cc4c(n3)CCCCC4)sc2c1	.	-1.9	-1.3
CC(=O)Nc1ccc(C(=O)OCc2ccc(F)cc2Cl)cc1	-19	.	.
CCOC(=O)C(CC)Sc1nnc2n1C(C)(C)Cc1ccccc1-2 (stereo not given)	-6	-0.07	-0.11
C=CCNc1nc(N(c2ccccc2)c2ccccc2)nc(-n2ccnc2)n1	.	-2.3	-1.9
O=C(OC(C(=O)Nc1ccc(Cl)c(C(F)(F)F)c1)c1ccccc1)C1=COCCO1 (stereo not given)	-25	-1.4	-2
N#C/C(=C1\CCCN1)c1nc(-c2ccccc2)cs1	.	-1.1	-0.91

Sorted by SMILES length (descending): part of the list above.
SMILES	INS promoter inh	SDO1 yeast rescue	SDO1 yeast rescue Rescue 24 h
CCOC(=O)C1=C(O)/C(=C/c2ccc(OCC(=O)O)c(OC)c2)SC1=Nc1ccc(OCC)cc1	10	1.1	0.8
O=C(NCC1COc2ccccc2O1)C1CCC(CNc2c(N3CCCCC3)c(=O)c2=O)CC1 (stereo not given)	.	0.32	-0.2
O=C(Cn1c(C(=O)N2CCN(C3CCCC3)CC2)cc2sccc21)c1ccccc1	.	-0.69	-1
Cc1ccc(Cn2nc(C)c(NC(=O)c3cc(-c4ccco4)on3)c2C)cc1	-12	-1	-0.99
O=C(Nc1ccccc1)/C(=C/c1cccc(Br)c1)NC(=O)c1ccco1	3	-0.63	0.03
Cc1cccc(Nc2nc(N)nc(CN3CCN(c4ccccc4)CC3)n2)c1	.	-0.68	-0.24

Remaining list, next part:
SMILES	INS promoter inh	SDO1 yeast rescue	SDO1 yeast rescue Rescue 24 h
CC(=O)NCCOc1cccc2ccccc12	6	1.1	0.69
COc1ccc(C2=NN(C(=O)c3cccc([N+](=O)[O-])c3)C(c3cccc([N+](=O)[O-])c3)C2)cc1 (stereo not given)	-79	-1.1	-0.53
CCC(NC(=O)c1ccc([N+](=O)[O-])cc1[N+](=O)[O-])c1ccccc1 (stereo not given)	-80	-0.45	-0.7
Cc1cccc(C(=O)O/N=C2/CC3CCC2(C)C3(C)C)c1 (stereo not given)	57	-1.7	-1.7
CCCc1ccc(-c2cc(C(=O)NN3CCOCC3)c3ccccc3n2)cc1	23	-0.88	-1.1
O=C(NCCOc1ccccc1)C1CCCCC1	45	.	.
CCCOc1ccc(-c2nc(N)n[nH]2)cc1	-27	1.7	2.2
CCOC(=O)c1c(CN2CCN(C)CC2)oc2ccc(OC)cc12	-138	0.95	0.42
CCOCCn1c(N2CCN(c3ccccc3)CC2)nc2c1c(=O)[nH]c(=O)n2C	36	.	.
Cn1c(CN2CCCCC2)nc2cc(NC(=O)c3ccc(Cl)cc3)ccc21	25	1.2	2.8
CCOC(=O)c1c(C)[nH]c(C)c1C(=O)CSc1nc(N)cc(N)n1	.	0.02	-0.47
COc1cccc(NC(=S)NNC(=O)c2c([N+](=O)[O-])c(C)nn2C)c1	-22	1.5	3.9
Cc1c(N/C=C/C(=O)c2cccs2)c(=O)n(-c2ccccc2)n1C	.	-0.85	-1.2
COc1ccccc1C1C=C(c2ccc(Cl)cc2)Nc2nc(N3C(=O)CCC3=O)nn21 (stereo not given)	29	-0.22	0.92
COC(=O)C(NC(=O)C(C)Oc1ccccc1)C(C)C (stereo not given)	31	0.18	-0.51
COC(=O)Oc1c(Br)c(=O)oc2ccccc12	-1	1.2	2.4
COc1ccccc1CNC(=O)CN(C)CC(=O)Nc1cccc(F)c1	.	0.3	0.27
CCN(CC)C(=O)Cn1cnc2ccccc2c1=O	-6	1.3	1.2
CCCNC(=O)CC1C(=O)N(Cc2ccccc2)C(C)c2nc3ccccc3n21 (stereo not given)	-62	0.32	-0.43
O=C(C1CCN(C2CC(=O)N(Cc3ccccc3)C2=O)CC1)N1CCCCCC1 (stereo not given)	-238	0.01	-0.48
COc1ccc(NC(=O)CSc2nnc(Cn3cnc([N+](=O)[O-])n3)n2C)cc1	7	0.42	0.01
CC(=O)N(Cc1cc2c(C)cc(C)cc2[nH]c1=O)C1CCCCC1	.	-0.16	0.15
O=C(Nc1nc(-c2ccccc2)ns1)c1cccs1	.	-1.9	-1.4
COc1ccc2[nH]c3c(N4CC(C)OC(C)C4)ncnc3c2c1 (stereo not given)	19	-0.55	1.4
Cc1ccc(S(=O)(=O)n2c(CN3CCCC(C)C3)nc3ccccc32)cc1 (stereo not given)	.	-1.5	-1
O=C(COc1ccc(Cl)cc1)N1CCN(C(=O)c2cccc(F)c2)CC1	-44	0.84	0.57
C/C(CC(=O)Nc1cccc(C(F)(F)F)c1)=N\NC(=O)Cc1ccccc1	-15	.	.
Cc1ccc(NC(=O)N(CCCN2CCOCC2)Cc2cccs2)cc1C	.	0.56	-0.29
COC(=O)C1(CCSC)NC(c2ccccc2F)C2C(=O)N(c3ccc4c(c3)OCCO4)C(=O)C21 (stereo not given)	-43	.	.
CCOc1ccccc1NC(=O)COn1nnc2ccc(Cl)cc21	3	-0.53	-0.35
O=C(NCC1CCCO1)C1CCC(=O)N1CCc1ccccc1 (stereo not given)	-54	0.11	0.31
CCCN(CCO)Cc1ccc(Cl)c(Cl)c1	-27	0.4	-0.24
N/C(=N\OS(=O)(=O)c1ccccc1)c1ccncc1	0	0.96	1.2
CCOC(=O)N(NC(=O)C(O)(C(C)C)C(C)C)c1ccccc1	-112	.	.
O=C(NCc1ccc2c(c1)OCO2)C1CCC(CNc2c(N3CCCC3)c(=O)c2=O)CC1 (stereo not given)	0	0.27	1.2
C/C(N)=C(/C#N)C(=O)COC(=O)c1cc(-c2cccc(Br)c2)nc2ccccc12	-10	-0.94	-0.34
C=CCC(NCc1ccccc1)c1ccccc1 (stereo not given)	.	1	1.2
Cc1ccc(Nc2nc3c(s2)CCC3)c(C)c1	56	0.09	0.13
O=C(CSc1nc2ccc(Cl)cc2[nH]1)c1ccc2c(c1)OCO2	35	-2.2	-1.5
O=C1CC(C(F)(F)C(F)(F)C(F)(F)F)=Nc2ccccc2N1	31	1.5	1.5

Structures listed so far with two or more sulfur atoms:
SMILES	INS promoter inh	SDO1 yeast rescue	SDO1 yeast rescue Rescue 24 h
Cc1ccc(NC(=O)[C@@H]2CCCN2S(=O)(=O)c2ccccc2F)cc1S(=O)(=O)N1CCOCC1	-27	-1.3	-1.7
CCOC(=O)c1c(NC(=O)C(C)S(=O)(=O)c2cn(CC)c3ccccc23)sc2c1CCCC2 (stereo not given)	-114	-0.82	-0.19
O=C(Nc1nc(-c2ccccc2)ns1)c1cccs1	.	-1.9	-1.4

The list goes on.
SMILES	INS promoter inh	SDO1 yeast rescue	SDO1 yeast rescue Rescue 24 h
Cc1ccc(-n2nc(C)c3c(C)c(CCC(=O)NCc4ccco4)c(C)nc32)cc1	.	-2.1	-1.3
Cc1sc2ncnc(NCCCO)c2c1C	.	0.11	-0.59
CCOc1ccc(C(=S)N2CCOCC2)cc1OC	31	0.82	1.1
COc1ccc(N(C(=O)CCl)C(C(=O)NCCc2ccccc2)c2cccs2)cc1Cl (stereo not given)	-257	-0.9	-0.25
Clc1ccc(-c2ccc(SCc3ccccn3)nn2)cc1	3	-1.4	-0.7
CCC(=O)NCCCc1nc2ccccc2n1Cc1ccccc1F	2	.	.
CCc1cc2c(=O)[nH]c(-c3ccncc3)nc2s1	19	1.4	-0.1
CCN1CCN(c2nc(Nc3ccc(C)c(C)c3)nc(N)c2[N+](=O)[O-])CC1	8	1.5	1.3
Nn1c(SCC(=O)Nc2ccc(F)c(F)c2)nnc1C1CCCCC1	.	0.33	-0.58
Cc1ccc(S(=O)(=O)NCc2nc3ccccc3[nH]2)cc1	.	-0.05	-0.16
O=c1[nH]c2ccccc2cc1-c1noc(-c2cccnc2)n1	.	0.8	0.67
CC1(C)N([O-])C(c2ccccc2)=C[N+](=O)C1(C)C	-45	0.05	-0.18
CC1CCN(C(=O)C(Cc2ccccc2)NS(=O)(=O)c2ccc3c(c2)oc(=O)n3C)CC1 (stereo not given)	.	-0.33	-0.53
CCOC(=O)c1c(NC(=O)Cn2cnc([N+](=O)[O-])n2)sc(C)c1C	-50	.	.
Cc1ccc(NC(=O)c2cc(-c3cccc(O)c3)on2)cc1C	.	-1.6	0.11
CCOC(=O)C(=CNc1cccc(C)c1C)C(=O)OCC	.	-0.06[12.7 µM]	0.93
O=S(=O)(NCC(c1cccnc1)N1CCN(c2ccc(F)cc2)CC1)c1cc(F)ccc1F (stereo not given)	-186	-1.8	-0.87
COCc1c(C(=O)OC)nnn1-c1ccccc1	48	1.2	0.53
COc1ccc(OC)c(C2=NNC(=NCc3ccc4c(c3)OCO4)SC2)c1	22	-1.4	-1.1
O=C(Cn1cnc2c(nnn2-c2ccccc2)c1=O)NCCc1ccccc1	-100	-0.54	-0.62
CC1=NN(c2nc(-c3ccc(C)cc3)cs2)C(=O)C1N=Nc1cccc(C)c1 (stereo not given)	17	-0.82	-0.95
COC(=O)Cn1c(CCS(=O)(=O)c2ccc(C)cc2)nc2ccccc21	62	0.38	-0.53
NC(=O)N/N=C/c1ccccc1OCC(=O)NCc1ccccc1	-13	-0.41	-0.4
COc1ccccc1NC(=O)c1ccc(S(=O)(=O)N2CCCC2)cc1	.	-0.06	-0.23
COC(=O)c1c(C)[nH]c(C(C)=O)c1C	.	1.5	2.5
COc1cccc(OC)c1C(=O)Oc1ccc2c(c1)O/C(=C\c1ccncc1)C2=O	17	-0.72	-0.64

Retrieved by compound from above (two):
SMILES	INS promoter inh	SDO1 yeast rescue	SDO1 yeast rescue Rescue 24 h
COC(=O)Cn1c(CCS(=O)(=O)c2ccc(C)cc2)nc2ccccc21	62	0.38	-0.53
NC(=O)N/N=C/c1ccccc1OCC(=O)NCc1ccccc1	-13	-0.41	-0.4

Compound activity (PubChem)
